# LGR2 antag = inhibitors of bursicon-induced Drosophila LGR2 receptor cAMP signaling; HEK293 LGR2, CRE-luciferase, bursicon-stimulated, 4 h; 380,000 compounds, 0.35% hits; inhibition, % at 9.99 µM;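 active = drop in luminescence signal, shown as inhibition above about 50% in the replicate tests, limit read from the data, passing the limit was not always enough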;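 note: agonist challenge used bursicon conditioned medium at about half maximal strength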
# C2C12 statin = protects C2C12 myotubes from simvastatin toxicity | ATP luminescence, 48 h; scaled: DMSO 0, geranylgeraniol control 100 | rescue of ATP level, % at 7.49 µM | 330,000 compounds, 0.78% hits | AID 602340;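 active = mean ATP rescue above about 67%, or every replicate alone reaching that limit, limit read from the data, passing the limit was not always enough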;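 note: myotubes were challenged with 10 µM simvastatin during compound exposure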
# Casp6 inh = inhibitors of human caspase-6; P55212; purified caspase-6, Z-VEID-R110 cleavage fluorescence; inhibition, % at 12.5 µM; 350,000 compounds, 0.53% hits;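 active = mean inhibition across replicates at least about 35%, with every replicate also reaching that limit, limit read from the data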;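 note: 0% = median of neutral control wells and 100% = no fluorescence left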
# Target sequence (P55212 24-179 limits assumed): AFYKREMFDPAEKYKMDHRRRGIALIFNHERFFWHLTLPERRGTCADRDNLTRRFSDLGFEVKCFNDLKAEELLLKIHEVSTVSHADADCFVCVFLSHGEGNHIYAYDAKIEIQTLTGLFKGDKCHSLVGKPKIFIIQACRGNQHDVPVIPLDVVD
# Target sequence (P55212 194-293 limits assumed): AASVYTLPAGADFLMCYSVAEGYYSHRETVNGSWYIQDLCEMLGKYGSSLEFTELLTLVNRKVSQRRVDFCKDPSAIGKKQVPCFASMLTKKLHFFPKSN
# S100A4 MyoIIA = inhibitors of human S100A4 binding to myosin IIA peptide | P26447 | inhibition, % at 10.7 µM | AID 652163 | S100A4/TAMRA-MyoIIA peptide fluorescence polarization | 360,000 compounds, 0.14% hits;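 active = mean inhibition of at least 70% across replicates, with every replicate also reaching that level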
# Target sequence (P26447 whole entry, looked up): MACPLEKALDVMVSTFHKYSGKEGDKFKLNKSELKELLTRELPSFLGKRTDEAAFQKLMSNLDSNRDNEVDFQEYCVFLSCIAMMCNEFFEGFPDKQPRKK
#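 assay system = human S100A4 monomer with TAMRA-labelled myosin IIA peptide | also added = labelled myosin peptide probe, 5 nM | incubation = 5 min between mix addition and reading | control set = DMSO and TFP controls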
# FN deposition inh = fibronectin deposition inhibition | AH1F fibroblasts, Alexa488-fibronectin deposition fluorescence, overnight | inhibition, % at 12.6 µM | 350,000 compounds, 0.086% hits;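 active = mean inhibition across replicates of 30% or more, regardless of how many single replicates reach that level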;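 note: positive control wells lacked labelled fibronectin entirely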
#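 Assay system: AH1F fibroblast monolayer, labelled fibronectin deposition. Amount: 10000 cells per well. Also added: labelled fibronectin 24 nM. Compound: single-point pinned compound. Incubation: cell attachment 1 h, compound and FN exposure overnight. Detection: fluorescence after three HBSS washes, excitation 485 nm, emission 525 nm. Read-out: inhibition of fibronectin deposition signal.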
# esBAF inh = SWI/SNF esBAF complex inhibition. mouse ES cells, Bmi1-luciferase knock-in reporter, 24 h; 100% = twice the neutral-well signal. AID 602393. 350,000 compounds, 2% hits. reporter increase, % at 12.5 µM; in the data active = activation above about 40%;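 note: 0% = median of the plate's neutral control wells and 100% = double that signal; a rise in the Bmi1 reporter signal indicates esBAF inhibition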
# SIRT5 inh = inhibitors of human sirtuin-5 desuccinylase. inhibition, % at 15 µM. Purified SirT5, succinyl-peptide AMC, trypsin-coupled fluorescence. Q9NXA8. 330,000 compounds, 1.1% hits; in the data active = inhibition above about 15%
# Target sequence (Q9NXA8 whole entry, looked up): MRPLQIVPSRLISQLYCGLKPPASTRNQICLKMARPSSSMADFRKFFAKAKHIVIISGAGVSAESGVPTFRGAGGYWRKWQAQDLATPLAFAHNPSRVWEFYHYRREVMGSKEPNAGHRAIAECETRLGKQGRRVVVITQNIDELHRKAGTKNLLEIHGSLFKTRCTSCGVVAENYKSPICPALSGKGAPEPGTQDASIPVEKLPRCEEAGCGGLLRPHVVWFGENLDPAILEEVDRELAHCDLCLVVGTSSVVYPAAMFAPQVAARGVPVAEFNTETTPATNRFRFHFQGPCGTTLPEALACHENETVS
# The depositor's hits bear a star; x = not tested or not shown. This is a subset; rates above refer to the full screens.
entry	Structure	S100A4 MyoIIA	LGR2 antag	SIRT5 inh	esBAF inh	C2C12 statin	FN deposition inh	Casp6 inh
1	CCC(=O)N1CCCC(C(=O)Nc2nc3ccccc3[nH]2)CC1 (stereo not given)	-4	-14	-5	24	3	5	-11
2	O=C(O)c1cccc(N/C(=N\S(=O)(=O)c2ccccc2)c2ccccc2)c1	-2	-1	0	x	x	-7	-2
3	CCOc1ccc(N2CC(C(=O)NCc3nnnn3-c3ccc(C)c(C)c3)CC2=O)cc1 (stereo not given)	-2	-11	-2	-6	6	-6	-1
4	Cc1ccccc1S(=O)(=O)N1C[C@@H](O)COC[C@H]2O[C@H](CC(=O)O)CC[C@@H]21	0	-5	3	-3	13	6	-2
5	Cc1nn(Cc2ccccc2)c(C)c1NC(=O)CSc1nnc(-c2cc(Cl)ccc2O)n1C	0	-17	0	-2	-16	x	4
6	Cn1cnc(S(=O)(=O)N2CCN(c3ccc(F)cc3)CC2)c1	-8	2	-2	x	x	0	-2
7	COc1ccc(S(=O)(=O)N(C)C[C@H]2Oc3ccc(NC(=O)CCC(F)(F)F)cc3CC(=O)N([C@@H](C)CO)C[C@H]2C)cc1	-47	5	0	2	5	x	4
8	Cc1ccc(OC(C)C(=O)OCC(=O)Nc2sccc2C(N)=O)cc1 (stereo not given)	-5	-12	-4	-7	5	-19	3
9	COc1cccc(C(C)(O)c2nc(-c3ccc(OC)c(OC)c3)cs2)c1 (stereo not given)	-1	x	x	-13	20	13	2
10	O=C(CSc1ncnc2scc(-c3ccccc3)c12)N1CCN(c2ccccc2F)CC1	0	16	x	x	x	9	2
11	O=C(COC(=O)c1ccccc1)Nc1cccc(S(=O)(=O)N2CCOCC2)c1	0	-2	-1	-9	-3	-8	2
12	CO[C@@H](CN(C)CC1CCOCC1)[C@H](C)CN(C(=O)Nc1ccc(F)cc1)[C@H](C)CO	-2	2	16*	1	5	-14	-2
13	COc1cc(N)ccc1Cc1ccc(N)cc1OC	x	x	x	-3	6	-11	x
14	CCC(Cc1ccccc1)NC(=O)C1CCN(c2nn3c(=O)cc(C)nc3s2)CC1 (stereo not given)	2	4	9	-9	9	0	3
15	O=C1OCC2=Nc3cccc4cccc(c34)N12	2	6	-2	x	x	-7	0
16	CCn1c(CNC(=O)c2ccco2)nnc1SCC(=O)Nc1cccc(F)c1	2	-2	0	x	x	-3	2
17	O=C(c1cc(-c2ccc(Cl)cc2)n[nH]1)N1CCc2ccccc2C1	0	24	-2	-5	-1	-1	1
18	CN(C)/C=C/C(=O)c1ccc(Cl)cc1	x	x	x	21	2	-10	x
19	Nc1ccc(Oc2ccc3c(c2)C(=O)N(CC2CCCO2)C3=O)cc1 (stereo not given)	-3	-56	-2	x	x	-4	0
20	CCCN1C[C@@H](C)[C@H](OC)CN(C)C(=O)c2ccc(NC(=O)c3cccc(OC)c3)cc2OC[C@H]1C	3	-2	8	4	18	-8	1
21	Cc1cccc(C(=O)O/N=C2\CCSc3ccc(C)cc32)c1	x	x	x	1	-10	8	x
22	Cc1cc(OC(=O)Nc2ccccc2)ccc1Cl	4	-23	14	14	16	-2	-2
23	N#Cc1c(-c2ccccc2)cc(-c2ccc3c(c2)OCO3)[nH]c1=O	-3	-22	-1	-12	-1	11	1
24	Cn1c(CNC(=O)c2ccccc2F)nnc1SCC(=O)c1ccccc1	3	-7	-2	-5	-3	x	3
25	CO[C@@H]1CN(C)C(=O)c2ccc(NC(C)=O)cc2OC[C@H](C)N(C(=O)Cc2ccccn2)C[C@@H]1C	-12	6	2	2	0	-2	0
26	CCN(C(=O)CN1C(=O)S/C(=C\c2cccc(OC)c2)C1=O)C1CCS(=O)(=O)C1 (stereo not given)	0	-2	16*	-3	8	5	0
27	O=C1CC(N(O)C2CC(=O)N(Cc3ccccc3)C2=O)C(=O)N1Cc1ccccc1 (stereo not given)	x	x	x	4	-9	3	x
28	CC1(C)C=C2C(=NN(c3ccccc3)C(N)=C2C#N)CO1	10	-7	-1	-3	7	6	84*
29	CCOC(=O)c1ccccc1NC(=O)c1cc2ccccc2o1	-11	1	-3	-7	-13	-9	1
30	CS(=O)(=O)N1CCCCN2[C@H](CO)[C@H](c3ccc(C4=CCCC4)cc3)[C@@H]2C1	-4	-2	6	x	x	x	3
31	O=C(Nc1ccc(Cl)c(Cl)c1)N[C@@H]1CC[C@@H](CCNC(=O)c2ccc(F)cc2)O[C@@H]1CO	7	-11	-1	-6	11	-7	-2
32	C[C@H]1CCCCO[C@@H](CN(C)C(=O)c2ccccc2)[C@@H](C)CN([C@@H](C)CO)C(=O)c2cc(NC(=O)NC3CCCCC3)ccc2O1	-6	8	10	-2	2	-6	-2
33	CCC(=O)N1C[C@@H](C)[C@@H](OC)CN(C)C(=O)c2ccc(NC(=O)c3cc(C)on3)cc2OC[C@@H]1C	x	-3	x	-4	1	-22	x
34	CC(=O)Nc1ccc(NC(=O)C2(C)Cc3c(-c4cccc(NC(C)=O)c4)ccnc3O2)cc1 (stereo not given)	-2	-10	-7	-3	3	13	1
35	Cn1nc(C(F)(F)F)c(/C=N/OC(=O)c2ccccc2Cl)c1SCc1ccccc1Cl	x	x	x	-76	-143	-2	x
36	COc1ccccc1Nc1nc(-c2c(C)nc3ncccn23)cs1	-2	-21	-1	-3	16	0	-2
37	COCC(=O)N1CC2(C1)CN(Cc1ccccc1F)[C@@H](CO)c1[nH]c3cc(OC)ccc3c12	-3	8	1	x	x	-7	3
38	Cn1cc(S(=O)(=O)N2CCN(C(=O)c3ccco3)CC2)c(=O)n(C)c1=O	-4	1	3	-9	-3	-1	-1
39	O=C(COc1ccc2ccccc2c1)N1c2ccccc2Sc2ccccc21	x	3	x	-1	-2	6	x
40	Cc1ccccc1CC(=O)Nc1sc(C(C)C)cc1C(=O)N1CCOCC1	0	17	-2	5	1	2	-1
41	C[C@@H]1CCCCO[C@H](CN(C)S(=O)(=O)c2ccc(Cl)cc2)[C@@H](C)CN([C@H](C)CO)C(=O)c2cc(NC(=O)c3ccccc3)ccc2O1	0	17	0	-3	x	x	-1
42	COc1ccc(C2=NS(=O)(=O)N(C)C(C(=O)N3CCOCC3)=C2)cc1OC	-1	-14	6	-7	10	0	0
43	Cc1ccc(C(=O)Nc2c(N)nc(SCC(=O)Nc3cc(C)on3)[nH]c2=O)cc1	15	-23	-2	x	x	2	-3
44	COc1ccc(S(=O)(=O)Nc2cccc3c2O[C@@H](CN(C)Cc2ccc(Cl)c(Cl)c2)[C@H](C)CN([C@@H](C)CO)C3=O)cc1	x	10	x	-2	x	9	x
45	O=C(O)CCCCCn1c(SCC(=O)Nc2ccc(F)cc2)nc2ccsc2c1=O	-4	-13	0	-6	10	-3	2
46	Cc1ccc(NC(=O)CNNC(=O)c2cccc([N+](=O)[O-])c2)cc1[N+](=O)[O-]	10	-7	-6	x	17	11	-3
47	O=C(Nc1ccc(F)cc1)N1CC(=O)N2[C@H](C1)[C@H](c1ccc(C3=CCCC3)cc1)[C@@H]2CO	-29	14	1	x	x	-9	0
48	C[C@@H]1CN([C@@H](C)CO)C(=O)c2cc(-c3ccc(C#N)cc3)cnc2O[C@H]1CN(C)C(=O)CC1CC1	1	-11	-3	4	-2	x	-1
49	Clc1cccc(CSc2ccc(-c3cccnc3)nn2)c1	-3	-11	0	9	-11	-10	1
50	C[C@@H]1CN([C@@H](C)CO)C(=O)c2cc(NC(=O)Nc3ccccc3)ccc2O[C@@H](C)CCCCO[C@H]1CN(C)S(=O)(=O)c1cn(C)cn1	-9	5	-2	1	x	-10	1
51	COc1ccc(-c2cc(C(=O)Nc3cc(OC)c(OC)c(OC)c3)no2)cc1OC	-13	-8	-5	-2	x	x	-2
52	COc1nc(-c2ccccc2)nc(-c2ccccc2)c1C	0	-5	0	-5	-3	-17	4
53	CCCCCCNc1nc(Cl)nc(NC(C)(C)CO)n1	-1	-5	3	x	x	11	-3
54	CC(=O)c1ccc(N2CCN(C(=S)Nc3ccc(Cl)c(Cl)c3)CC2)cc1	2	20	-4	x	x	x	-1
55	COc1ccc(C2CC(c3cccs3)=NN2C(=O)CCC(=O)O)cc1OC (stereo not given)	0	6	1	-7	-12	-6	2
56	C[C@@H]1CN([C@H](C)CO)C(=O)c2cccc(NS(=O)(=O)c3ccc(Cl)cc3)c2O[C@@H]1CN(C)Cc1ccc2c(c1)OCO2	3	1	-2	-1	5	x	3
57	Cc1ccc(NC(=O)CN(c2ccc3c(c2)OCO3)S(=O)(=O)c2c(C)n[nH]c2C)cc1	-9	14	x	-3	26	0	4
58	O=C(COC(=O)C1CC2C=CC1C2)Nc1cccc(S(=O)(=O)N2CCCCC2)c1 (stereo not given)	7	2	0	x	x	-2	2
59	C[C@H](CO)N1C[C@H](C)[C@@H](CN(C)C(=O)Nc2ccccc2)OCCCC[C@H](C)Oc2ccc(NS(=O)(=O)c3ccccc3)cc2C1=O	-27	32	0	1	x	3	-2
60	Oc1cccc(CN2CCOCC2)c1O	1	2	6	-3	4	x	9

# Five entries already listed, ordered by their value in SIRT5 inh, high to low:
no.	compound	SIRT5 inh
26	CCN(C(=O)CN1C(=O)S/C(=C\c2cccc(OC)c2)C1=O)C1CCS(=O)(=O)C1 (stereo not given)	16*
22	Cc1cc(OC(=O)Nc2ccccc2)ccc1Cl	14
60	Oc1cccc(CN2CCOCC2)c1O	6
7	COc1ccc(S(=O)(=O)N(C)C[C@H]2Oc3ccc(NC(=O)CCC(F)(F)F)cc3CC(=O)N([C@@H](C)CO)C[C@H]2C)cc1	0
31	O=C(Nc1ccc(Cl)c(Cl)c1)N[C@@H]1CC[C@@H](CCNC(=O)c2ccc(F)cc2)O[C@@H]1CO	-1

# Next part.
entry	Structure	S100A4 MyoIIA	LGR2 antag	SIRT5 inh	esBAF inh	C2C12 statin	FN deposition inh	Casp6 inh
61	CCCCCCOC(=O)Nc1ccc(S(=O)(=O)Nc2cccc([N+](=O)[O-])c2)cc1	7	-9	2	6	8	4	1
62	C[C@H](CO)N1C[C@H](C)[C@H](CN(C)CC2CC2)OCc2cn(nn2)CCCC1=O	55	4	1	-1	5	-13	2
63	CCOc1ccccc1/C=N/Nc1nc2c(N)ncnc2n1[C@H]1O[C@@H](CO)[C@H](O)[C@@H]1O	-3	-8	x	x	x	-4	1
64	Cc1ccc(N2C(=O)CC(N3CCN(c4ccccn4)CC3)C2=O)cc1 (stereo not given)	-7	8	-1	x	x	-3	0
65	CCOC(=O)C1(C)CCCCN1C(=O)c1ccoc1 (stereo not given)	-3	12	x	-6	8	2	-1
66	Cc1cccc(-c2ccc([C@H]3[C@H](CO)N4CCCCN(Cc5cccnc5)C[C@@H]34)cc2)c1	-10	x	0	x	x	x	1
67	CCCN1[C@@H]2c3ccc(-c4cccnc4)c(=O)n3C[C@@H]2[C@@H](CO)[C@@H]1C(=O)NCCCN1CCOCC1	8	-8	2	-2	5	x	-7
68	C[C@@H]1CCCCO[C@H](CN(C)C(=O)CCC(F)(F)F)[C@@H](C)CN([C@@H](C)CO)C(=O)c2cc(NC(=O)Nc3ccccc3)ccc2O1	-5	-11	0	1	x	0	-1
69	CCN1[C@H](C(=O)NCC2CC2)[C@@H](CO)[C@@H]2Cn3c(ccc(-c4ccccc4)c3=O)[C@@H]21	4	-2	8	-10	-4	x	0
70	NS(=O)(=O)c1ccc(CCNC(=O)c2ccc([N+](=O)[O-])cc2[N+](=O)[O-])cc1	2	5	-3	x	x	10	2
71	CC1CC1C(=O)OCC(=O)Nc1ccc2[nH]c(=O)[nH]c2c1 (stereo not given)	1	14	-3	-4	-1	10	-1
72	CCOc1ccc(C(=O)Nc2ccccc2CC)cc1[N+](=O)[O-]	-5	-15	0	x	x	8	0
73	COc1ccc(-c2cnc3c(c2)C(=O)N([C@H](C)CO)C[C@H](C)[C@H](CN(C)C(=O)Nc2cccc4ccccc24)O3)cc1	16	33	3	0	1	-6	-1

# In another format: entries from further up
67) CCCN1[C@@H]2c3ccc(-c4cccnc4)c(=O)n3C[C@@H]2[C@@H](CO)[C@@H]1C(=O)NCCCN1CCOCC1
65) CCOC(=O)C1(C)CCCCN1C(=O)c1ccoc1 (stereo not given)

screen / no. | 67 | 65
S100A4 MyoIIA | 8 | -3
LGR2 antag | -8 | 12
SIRT5 inh | 2 | x
esBAF inh | -2 | -6
C2C12 statin | 5 | 8
FN deposition inh | x | 2
Casp6 inh | -7 | -1

# Screening results from PubChem.
